Compound activity from PubChem BioAssay.
S3 lipid droplet: qHTS Assay for Lipid Storage Modulators in Drosophila S3 Cells; Drosophila S3 cells, BODIPY lipid droplet fluorescence, 18-24 h; cells fed with added oleic acid; lipid storage change, negative = inhibition, % at the top dose, mostly 46.1 µM; hits show Potency in µM; 320,000 compounds, 0.64% hits; AID 2685; active means well fitted inhibition curve with a large enough effect in the signal ratio, with a control signal flat, not every such curve was filed as active; inconclusive means small, poorly fitted or top-dose-only effect, or effect the other way, or a change in a side signal; the % refers to the signal ratio
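Drosophila S3 cells got compounds at several concentrations plus oleic acid (400 uM solution). Laser-scanning cytometry with 488 nm excitation read lipid droplets at 500-530 nm and cells at 575-640 nm. Percent activity was relative to 20 uM Triacsin C.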
S3 lipid droplet cell count max: also measured in S3 lipid droplet; calls as there; cell number change, %; measured here: cell count max response;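 cells counted by Cell Tracker Red CMTPX staining in the red channel; peak over a dose series mostly up to 46.1 µM; percent activity relative to internal control wells on each plate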
Active calls of the source: *; i = inactive; u = inconclusive; x = no result given; [ ] = remark or other dose. On the % scale 0 is the no-effect control and ±100 the full control effect; potency means the concentration at half of the fitted maximal effect.

S3 lipid droplet	S3 lipid droplet cell count max	structure
10%	-20	CC1CCN(C(=O)c2cc3ccccc3cc2O)CC1
9%	6	Cc1nnsc1C(=O)Nc1ccc(Cl)cc1
4%	x	COc1ccc(NC(=O)O/N=C/c2ccccc2Cl)cc1
u	x	Cc1ccc(-c2csc(Nc3ccc(C(=O)O)cc3)[n+]2Cc2ccccc2)cc1
u	x	CCOC(=O)N1CCN(c2c(N3CC=C(c4ccccc4)CC3)c(=O)c2=O)CC1
5%	9	Cc1occc1C(=O)N/N=C/c1ccccc1[N+](=O)[O-]
10%	x	N#Cc1ccc(OCC(=O)N/N=C2/CC(c3ccccc3)Oc3ccccc32)cc1 (stereo unspecified)
u	x	Cc1nn2c(N3CCOCC3)cc(C(C)(C)C)nc2c1-c1ccccc1
u	x	Cc1cccc(-c2onc3ccc(C4(C)OCCO4)cc23)c1
-5%	7	COC(=O)c1ccc(S(=O)(=O)c2ccc([N+](=O)[O-])cc2)cc1
-2%	-11	O=C(CCN1CCOCC1)N/N=C/c1cc(Br)cc(Br)c1O
u	x	O=C(O)c1cc2ncc(CCO)cn2n1
u	x	O=C(CN1CCN(S(=O)(=O)c2ccc(Cl)cc2)CC1)NC(=O)NC1CCCCC1
u	x	O=C(COC(=O)C1CC1)Nc1ccc(Cl)cc1Cl
u	x	O=C(COc1ccccc1F)Nc1ccc2c(c1)OCCO2
u	x	O=C(N/N=C/c1cccc(Oc2ccccc2)c1)c1cc[n+]([O-])cc1
u	x	CCCOc1ccc(/C=N/NC(=O)C2CC2)c(OCCC)c1
u	x	CCc1cc(=O)oc2cc(OCC(=O)N3CC[C@@]4(O)CCCC[C@H]4C3)ccc12
12%	10	CN(Cc1ccccc1)C(=O)c1nc2ccccn2c1CN1CCc2sccc2C1
4%	6	O=C(C1=C[C@@H](c2coc3ccccc3c2=O)C[C@@H](OCc2ccc(CO)cc2)O1)N1CCOCC1
1%	7	COc1ccc(-c2csc(NC(=S)NC(=O)c3ccco3)n2)cc1
u	x	CC(=O)Nc1sc(C)c(C)c1C(=O)OCC(=O)Nc1ccccc1
u	x	Cc1ccc(S(=O)(=O)N2CCN(C(=O)C3CCCO3)CC2)cc1C (stereo unspecified)
u	x	COc1ccc(-c2ccnc3nc(Sc4ncc(C(F)(F)F)cc4Cl)nn23)cc1
7%	x	CCOC(=O)/C=C(\C)N1N=C(c2ccccc2)CC1c1ccccc1 (stereo unspecified)
-43%	-11	CCOC(=O)C1CCCN(C(=O)c2ccc(S(=O)(=O)Nc3ccccc3OC)cc2)C1 (stereo unspecified)
u	x	CC(=O)Nc1ccc(S(=O)(=O)N2CCN(c3nc4ccccc4n3CC(C)C)CC2)cc1
10%	-3	O=[N+]([O-])c1cccnc1Sc1ccc(Cl)cc1
u	x	O=C(O)COc1ccccc1/C=C1\SC(=S)N(/N=C/c2ccccc2O)C1=O
u	x	Fc1ccccc1NC(=S)NC1CCCC1

(listing goes on)
S3 lipid droplet	S3 lipid droplet cell count max	structure
1%	23	COc1cc(NC(=O)Cn2c(=O)n(-c3cccc(C)c3)c(=O)c3c(C)c(C)sc32)cc(OC)c1
-18%	x	Cc1nonc1OCCNCCNc1ccccc1[N+](=O)[O-]
u	x	CCN(CC)S(=O)(=O)c1ccc2c(c1)N(CC(=O)N1CCN(c3ccc(F)cc3)CC1)C(=O)CO2
-16%	-11	CCC(=O)NC(O)C(=O)c1ccc(C)cc1 (stereo unspecified)
u	x	CCC(OC(=O)c1nsc(Cl)c1Cl)C(=O)NCc1ccco1 (stereo unspecified)
u	x	Cc1ccc(C2=CSC3=NCCN23)c(C)c1
u	x	CCCn1c(NCc2c[nH]c3ccccc23)nc2ccccc21
u	x	Cc1ccc(C(=O)NC(C)c2ccncc2)o1 (stereo unspecified)
u	x	COc1ccc(CCN2CC(C(=O)NCc3nc4ccccc4n3C)CCC2=O)cc1 (stereo unspecified)
u	x	COc1cc(/C=N/NC(=O)c2ccncc2)ccc1OCC(=O)Nc1cccc([N+](=O)[O-])c1
2%	20	Cc1oc(-c2ccccc2)nc1C(=O)N1CCN(c2ccc(F)cc2)CC1
9%	1	c1ccc2sc(SCSc3nc4ccccc4s3)nc2c1
4%	-8	Cc1cc(C)cc(NC(=S)N(CCN(C)C)Cc2cccs2)c1
u	x	CCSc1ncc(C#N)c(=O)[nH]1
8%	5	Cn1nnnc1NCc1ccccc1F
15%	-9	CC(OC(=O)c1nn(C)c(=O)c2ccccc12)C(=O)NCc1ccc2c(c1)OCO2 (stereo unspecified)
u	x	Cc1[nH]c2ccccc2c1-c1ccc(Cl)nn1
i	15	O=C(c1cccc(F)c1)N1CCCC(C(=O)N2CCCCCC2)C1 (stereo unspecified)
u	x	CCN1CCN(C(=O)Cn2nc(C)c3sc4ccccc4c3c2=O)CC1
0%	x	COc1ccc(OC)c(C(=O)c2coc3ccc(O)c(CN(C)C)c23)c1
u	x	O=C(OCC(=O)c1ccc[nH]1)c1ccc(Br)cc1
11%	0	Cc1cc(C)nc(N2CCN(S(=O)(=O)c3ccc(F)cc3)CC2)n1
u	x	Cc1c(OCC(=O)NCc2ccccn2)ccc2c(-c3ccccc3)cc(=O)oc12
u	x	O=C(Cn1nc(C(F)F)cc1C(F)F)NNC(=S)Nc1ccc(F)cc1
-12%	x	CCN(CC)CCNC(=O)Cn1nc(Cc2ccncc2)c2ccccc2c1=O
u	x	O=C(Nc1nccs1)C1CC(=O)N(CCc2ccccc2)C1 (stereo unspecified)
28%[0.0737 µM]	x	O=C(Nc1ccc(S(=O)(=O)N2CCCCC2)cc1)C1CCN(C(=O)c2ccc(F)cc2)CC1
u	x	COc1ccc(NC(=O)C(=O)NCC2CCCN2S(=O)(=O)c2ccc(C)cc2)cc1 (stereo unspecified)
u	x	Cc1ccc(C(=O)OCC(=O)c2c[nH]c3ccccc23)cc1
u	x	CCCn1c(N)c(C(=O)CSc2nnc(Cc3ccccc3)o2)c(=O)n(C)c1=O

Entries shown so far that have two or more sulfur atoms, in the order listed:
S3 lipid droplet	S3 lipid droplet cell count max	structure
1%	7	COc1ccc(-c2csc(NC(=S)NC(=O)c3ccco3)n2)cc1
u	x	O=C(O)COc1ccccc1/C=C1\SC(=S)N(/N=C/c2ccccc2O)C1=O
9%	1	c1ccc2sc(SCSc3nc4ccccc4s3)nc2c1
4%	-8	Cc1cc(C)cc(NC(=S)N(CCN(C)C)Cc2cccs2)c1

Continuation:
S3 lipid droplet	S3 lipid droplet cell count max	structure
-3%	-12	CCN(C(=O)c1ccc(S(=O)(=O)N2CCOCC2)cc1)C1CCS(=O)(=O)C1 (stereo unspecified)
u	x	O=c1[nH]c(CSc2ncc(-c3ccc(F)cc3)n2Cc2ccco2)nc2ccccc12
u	x	CC(=O)OC(C)(C)C#CCN1CCCC1
12%	-3	COC1CC(C)NC(=S)N1 (stereo unspecified)
u	x	CCOc1ccc(N(CC(=O)OC)S(=O)(=O)c2c(C)noc2C)cc1
-7%	-14	O=C(Nc1cc(S(=O)(=O)N2CCOCC2)ccc1O)c1ccco1
u	x	NCCc1nnc(SCc2ccccc2)o1
u	x	CC(=O)NCCOc1c(C)cc(S(N)(=O)=O)cc1C
28%	x	Cc1ccc(NC(=O)CCNS(=O)(=O)c2ccc(Br)cc2)cc1S(=O)(=O)N1CCOCC1
u	x	CC(=O)c1cccc(NC(=S)Nc2cccc3ccccc23)c1
-23%	-9	O=C(c1ccc2ccccc2c1)C1CCCN(C(=O)c2noc3c2CCCC3)C1 (stereo unspecified)
u	x	C#CCSc1ncc(-c2ccccc2)cn1
u	x	CNc1ccccc1C(C)(C)c1ccn[nH]1
i	x	COc1ccc(CN2C3CCCC2CC(NC(=O)/C=C/c2ccccc2)C3)cc1 (stereo unspecified)
0%	13	O=C(OC1CCOC1=O)c1cc(-c2cccs2)nc2ccccc12 (stereo unspecified)
u	x	CCCCCCCc1c(C#N)c(N)[nH]c(=S)c1C#N
u	x	COCCCN(C(=O)CCOc1ccc(C)cc1)c1c(N)n(Cc2ccccc2)c(=O)[nH]c1=O
u	x	CCOc1ccccc1NC(=O)CCC(=O)Nc1ccc2nc(N3CCN(C)CC3)cc(C)c2c1
u	x	Cc1ccc(-c2nc(CS(=O)CC(=O)NCCN3CCCCCC3)c(C)o2)cc1 (stereo unspecified)
i	15	COc1ccc(C(=O)NCCCNC(=O)c2ccco2)cc1OC
14%	5	O=C(/C=C/c1cccs1)Nc1ccc(Br)cn1
u	x	O=C(/C=C/c1ccncc1)c1ccc(NC(=O)c2ccccc2F)cc1
i	x	COc1ccc(Cn2nnnc2C(c2cc3cc(C)cc(C)c3[nH]c2=O)N2CCOCC2)cc1 (stereo unspecified)
u	x	CCCCn1c(N)c(N(CCC(C)C)C(=O)c2ccc3c(c2)OCCO3)c(=O)[nH]c1=O
u	x	Cc1nc2ccccc2c(=O)n1/N=C/c1cccs1
u	x	O=C(NCCOc1ccccc1)c1n[nH]c(=O)c2ccccc12
u	x	COc1ccc(NC(=O)c2c(C(F)(F)F)nn(C)c2SCc2ccccc2Cl)cc1
11%	-27	COCCN(CCOC)C(=O)CSc1ccc(S(=O)(=O)N2CCN(C)CC2)cn1
u	x	O=C(Cn1ncc2c3ccccc3n(Cc3cccc(Cl)c3)c2c1=O)NCc1ccccn1
u	x	c1ccc(-c2nnc(CSc3nnc(-c4ccncc4)n3Cc3ccco3)o2)cc1

Entries of single compounds as entered above:
CC1CCN(C(=O)c2cc3ccccc3cc2O)CC1 is listed with S3 lipid droplet: 10%; S3 lipid droplet cell count max: -20
O=C(OCC(=O)c1ccc[nH]1)c1ccc(Br)cc1 is listed with S3 lipid droplet: u; S3 lipid droplet cell count max: x
COc1ccc(OC)c(C(=O)c2coc3ccc(O)c(CN(C)C)c23)c1 is listed with S3 lipid droplet: 0%; S3 lipid droplet cell count max: x

(more compounds)
S3 lipid droplet	S3 lipid droplet cell count max	structure
25%	x	O=C(CSc1nnc2ccccn12)c1ccccc1
1%	1	CCOc1ccc2nc(N/C(N)=N/C(=S)Nc3cccc(OC)c3)nc(C)c2c1
u	x	Cc1ccc(C)c(NC(=S)c2nc3ccccc3s2)c1
u	x	O=C(COC(=O)COc1ccccc1Cc1ccccc1)Nc1cccnc1Cl
u	x	Cc1ccccc1C(=O)NC1CCN(C(=O)Nc2ccccc2Cl)CC1
-54%	-4	CN(Cc1ccccc1)C(=O)c1cccc(NC(=O)c2ccco2)c1
1%	4	COCCNC(=O)C(c1ccc(C)o1)N(C(=O)Cn1nnc2ccccc21)c1ccccc1 (stereo unspecified)
u	x	O=C(c1ccc(COc2c(F)c(F)c(F)c(F)c2F)o1)N1CCN(Cc2ccc3c(c2)OCO3)CC1
3%	9	COc1ccc(OC)c(/C=N/NC(=O)CNC(=O)c2ccc(S(=O)(=O)N3CCCC3)cc2)c1
u	x	CCOc1ccc(/C=N/N2C(C)CCCC2C)cc1 (stereo unspecified)
-1%	2	CCC(C)c1ccccc1OCCCCN1CCCC1 (stereo unspecified)
u	x	Cc1cc(C)cc(NC(=O)NCc2nnc(SCc3ccccc3)n2C)c1
u	x	CN1CCN(c2c(F)cc3c(=O)c(C(=O)O)cn(CCF)c3c2F)CC1
u	x	CC1CCC(NC(=O)c2ccc(-n3cncn3)c([N+](=O)[O-])c2)CC1 (stereo unspecified)
19%	-4	N#CC1=C(N)SC(N)=C(C#N)C1c1ccc([N+](=O)[O-])cc1
10%	x	CC(=O)Nc1ccc(S(=O)(=O)NCc2ccc(C(=O)NCCCN3CCC(C)CC3)cc2)cc1
-13%[9.22 µM]	-11	COc1cc(NC(=O)CSc2nncn2C)cc(OC)c1OC
13%	20	COc1cccc(-c2cc(C(=O)N/N=C/c3ccc(OC)c(COC(C)=O)c3)c3ccccc3n2)c1
u	x	O=C(NC1CCC(CC2CCC(NC(=O)C(Cl)Cl)CC2)CC1)C(Cl)Cl (stereo unspecified)
u	x	O=C(Cn1nc(C(F)(F)F)c2c1CCCC2)NCCN1CCOCC1
u	x	CC(=O)Nc1cccc(C(=O)Nc2nc(C)cs2)c1
10%	-11	Oc1ccc(C[C@H]2CNC(=S)N2CCc2cc(C(F)(F)F)cc(C(F)(F)F)c2)cc1
u	x	Cc1[nH][nH]c(=O)c1C(c1ccc(-c2ccc(Cl)c(C(=O)O)c2)o1)c1c(C)[nH][nH]c1=O

Compounds above that contain a CF3 group:
S3 lipid droplet	S3 lipid droplet cell count max	structure
u	x	COc1ccc(-c2ccnc3nc(Sc4ncc(C(F)(F)F)cc4Cl)nn23)cc1
u	x	COc1ccc(NC(=O)c2c(C(F)(F)F)nn(C)c2SCc2ccccc2Cl)cc1
u	x	O=C(Cn1nc(C(F)(F)F)c2c1CCCC2)NCCN1CCOCC1
10%	-11	Oc1ccc(C[C@H]2CNC(=S)N2CCc2cc(C(F)(F)F)cc(C(F)(F)F)c2)cc1

The list is partial; count on the stated rates, not on these rows.
